Bioassay records as filed in PubChem.
MEP2 TOR yeast: yeast TOR pathway MEP2-GFP modulation; S. cerevisiae MEP2-GFP strain, flow cytometry GFP, 3 h; 100% = DMSO control level; GFP response vs DMSO, % at 10 µM; 0.51% of 330,000 active;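 active = GFP response versus DMSO above a set limit, roughly screen mean plus 3 SD, cut at about 180% in these data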;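 also: median GFP fluorescence of the barcode-gated MEP2-GFP cells per well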
proCasp3 act: activators of human procaspase-3; P42574; recombinant procaspase-3 D3A, Ac-DEVD-pNA absorbance 405 nm; activation, % at 8.5 µM; 0.11% of 330,000 active; AID 463141;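 active = activation above the mean of all tested compounds plus 3 SD, cut at about 21% in these data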;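 also: 0% = DMSO alone and 100% = DMSO wells spiked with extra 5 µM PC-3 D3A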
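Test system: Procaspase-3 D3A mutant; medium: Zinc-free HEPES/NaCl buffer with 0.01% Triton X-100 at pH 7.4; reagent: DEVD-pNA substrate; doses: one concentration, 8.5 µM nominal, 0.8% DMSO; times: 1 h preincubation plus 2 h reaction at 25 °C; signal: Epi-absorbance at 405 nm of released p-nitroaniline, 0 and 120 min; replicates: singlicate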
ZTA DNA inh: blocks Epstein-Barr virus ZTA, an EBNA-1 counter-screen. P03206. ZTA-DNA binding, fluorescence polarization. inhibition, % at 11 µM. 0.15% of 320,000 active. AID 2234; in the data active = inhibition above about 33%
RPL19A TOR yeast: alters RPL19A-GFP fluorescence in TOR pathway yeast screen; S. cerevisiae RPL19A-GFP strain, flow cytometry, 3 h; hits give low values; percent response vs DMSO, % at 10 µM; 0.3% of 330,000 active;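 active = percent response vs DMSO below 50%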;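 also: median channel GFP fluorescence of the barcoded RPL19A-GFP strain; ratio of sample median GFP to plate DMSO average so 100% = DMSO; lower means less RPL19A-GFP as with rapamycin TOR inhibition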
EBNA-1 inh: blocks EBNA-1 binding to DNA; inhibition, % at 14.8 µM; AID 1950; EBNA-1 DNA binding, fluorescence polarization; 0.34% of 300,000 active; in the data active = inhibition above about 28%
LAP4 TOR yeast: modulators of TOR pathway LAP4-GFP in S. cerevisiae. S. cerevisiae LAP4-GFP multiplex, flow cytometry GFP, 3 h; median GFP as percent of DMSO wells. GFP response vs DMSO, % at 10 µM. 0.34% of 320,000 active. AID 2023;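 active = GFP response vs DMSO above a set limit, about the screen mean plus 3 SD, cut at about 150% in these data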
procasp7 counter: counter-screen for procaspase-3 activators: activators of human procaspase-7; P55210; recombinant procaspase-7, Ac-DEVD-pNA absorbance 405 nm; D23A/D198A/D206A triple mutant, cannot self-cleave; scale: DMSO 0, 5 µM enzyme 100; activation, % at 8.5 µM; 0.093% of 330,000 active;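 active = percent activation above the screen-wide mean plus 3 SD, cut at about 25% in these data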
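Assay system: Uncleavable procaspase-7 mutant enzyme; Input: 2 µM procaspase-7 mutant as dispensed; Also added: DEVD-pNA substrate; Medium: Zinc-free HEPES pH 7.4 with 300 mM NaCl, 0.01% Triton X-100; Timing: 1 h compound preincubation, 2 h substrate cleavage, 25 °C; Measured by: Epi-absorbance of released pNA at 405 nm, two timepoints.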
AHR act: human AHR activation; activation, % at 5 µM; 2.5% of 320,000 active; P35869; AHR-responsive luciferase reporter cells, luminescence; AID 2796; in the data active = activation above about 47%;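 also: 0% = vehicle wells and 100% = reference agonist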
* = called active by the depositor; x = no result given.

SMILES	MEP2 TOR yeast	proCasp3 act	ZTA DNA inh	RPL19A TOR yeast	EBNA-1 inh	LAP4 TOR yeast	procasp7 counter	AHR act
COc1ccc(C(=O)NNC(=O)Cc2nc3ccccc3n2C)cc1	98	11	x	100	x	102	1	5
O=C(NCCCn1ccnc1)c1cccc(S(=O)(=O)Nc2ccccc2F)c1	101	10	3	96	-2	100	5	5
COc1ccc(-c2nnc3n2N=C(C)CS3)cc1	102	-8	-6	104	-2	82	12	1
CCN1CCN(S(=O)(=O)c2ccc(Cl)c(C(=O)NC3CCCCC3)c2)CC1	90	-8	6	97	-3	101	-3	-2
Cc1cc(C)c(C#N)c(SCCS(=O)(=O)Cc2ccc(Cl)cc2)n1	111	7	-2	106	22	106	3	0
O=c1c(-c2nn[nH]n2)coc2ccc(Cl)cc12	97	1	13	96	-1	104	1	3
COc1ccc(-n2c(O)c(C=NCc3ccccn3)c3ccccc3c2=O)c(OC)c1	101	-12	-10	99	0	105	-12	4
CCOC(=O)CN1C(=O)c2ccccc2C1=O	106	6	1	95	4	100	4	-2
O=[N+]([O-])c1cncc([N+](=O)[O-])c1Nc1ccccc1Cl	100	3	-6	102	-15	91	0	5
CN1C=CC2=C(C#N)C(N)C(C#N)(C#N)[C@H](c3ccccc3)[C@H]2C1 (stereo not given in full)	101	-1	3	97	-4	91	6	5
CS(=O)(=O)Nc1ccc(C(=O)NCc2cccnc2)cc1	101	8	12	97	3	91	14	0
C[n+]1cccc(C(=O)N/N=C/c2ccc3c(c2)OCO3)c1	103	1	0	102	-14	96	4	7
COCCN(Cc1ccccc1)C(=O)Cc1ccc(S(=O)(=O)N2CCOCC2)s1	100	5	1	99	x	97	-7	0
O=CN1CCN(C(=O)c2cccc([N+](=O)[O-])c2)CC1	96	-1	-5	98	-1	92	5	0
CCCCS(=O)(=O)NC1=NCN(Cc2ccco2)CN1	102	-9	-14	103	-16	105	-10	4
CCOC(=O)C1CCN(C(=O)COC(=O)c2ccc([N+](=O)[O-])o2)CC1	98	-2	-3	100	x	96	2	1
O=C(NC1CC2CCCC(C1)N2C(=O)Nc1ccccc1F)C1CC1 (stereo not given)	92	0	0	99	-3	97	-6	1
Cn1c(SCC(=O)N2CCCC2)nc2ccccc21	89	1	-1	94	3	94	-6	13
CCOc1cccc(/C(O)=C2/C(=O)C(=O)N(CCOC)C2c2ccco2)c1 (stereo not given)	105	-6	-12	101	9	99	-23	0
Cc1ccc(SCC(=O)OC(C)C(=O)NCc2ccccc2)cc1C (stereo not given)	103	2	7	101	0	103	-1	1
CCOc1c2ccc(C(=O)N[C@H](C)C3CCCCC3)cc2nn1CC	89	-4	11	100	14	97	-3	6
CCOc1ccc(C2=Nn3c(nnc3-c3ccc(OC)cc3)SC2)cc1	84	-1	14	93	2	81	1	27
CCc1nn(CC(=O)NCc2ccccc2Cl)c(=O)c2cccn12	108	6	-10	98	-11	107	1	6
Cc1nn(-c2ccccc2)c(C)c1NC(=O)COC(=O)c1ccc(Cl)c(N)c1	104	-11	3	107	2	112	7	1
O=C(COc1ccc2c3c(c(=O)oc2c1)CCC3)NCc1ccncc1	107	9	-2	103	2	95	0	-10
CC(C)C[C@@H](CO)N1CCN(CCc2ccccc2)CCC1=O	95	15	-18	92	1	126	6	2
CC(=O)Cn1c(N2CCC(Cc3ccccc3)CC2)nc2c1c(=O)[nH]c(=O)n2C	104	8	-13	102	-12	107	5	2
O=S(=O)(c1ccc2ccccc2c1)N(CC(O)COCc1ccco1)c1ccccc1 (stereo not given)	99	-5	7	98	8	95	2	-2
CC(C)C(NC(=O)c1ccco1)C(=O)OCC(=O)Nc1ccc(C(N)=O)cc1 (stereo not given)	95	14	11	90	2	96	6	1
C[C@@H]1C(=O)OC[C@H]1NC(=O)OCc1ccccc1	101	8	4	100	-6	95	-9	10

A second format for 3 compounds above.
Fields: MEP2 TOR yeast	proCasp3 act	ZTA DNA inh	RPL19A TOR yeast	EBNA-1 inh	LAP4 TOR yeast	procasp7 counter	AHR act
- CCOc1cccc(/C(O)=C2/C(=O)C(=O)N(CCOC)C2c2ccco2)c1 (stereo not given)
  105	-6	-12	101	9	99	-23	0
- Cc1ccc(SCC(=O)OC(C)C(=O)NCc2ccccc2)cc1C (stereo not given)
  103	2	7	101	0	103	-1	1
- CCOc1c2ccc(C(=O)N[C@H](C)C3CCCCC3)cc2nn1CC
  89	-4	11	100	14	97	-3	6

(cont.)
SMILES	MEP2 TOR yeast	proCasp3 act	ZTA DNA inh	RPL19A TOR yeast	EBNA-1 inh	LAP4 TOR yeast	procasp7 counter	AHR act
Nc1ccc(-c2nc3cc(N)ccc3s2)cc1	101	4	7	105	0	93	-4	40
CCOC(=O)C1=C(c2ccccc2)OC(N)=C(C#N)C1c1cccnc1 (stereo not given)	103	-2	13	99	8	106	13	13
CCCNC(=O)CN1C(=O)NC2(CCCc3cc(OC)ccc32)C1=O (stereo not given)	103	3	3	103	-11	99	-5	9
COc1ccccc1-c1nc2c3ccccc3nc(=S)n2[nH]1	114	5	-8	112	-1	106	2	68*
N#CCC(=O)N/N=C/c1ccc(OCc2ccccc2)cc1	101	-2	5	95	4	110	-8	1
Cc1nn(-c2ccccc2)c(C)c1C(=O)OC(C)C(=O)Nc1ccc(C(N)=O)cc1 (stereo not given)	114	8	x	103	x	96	12	-2
O=C(C1CC1)N(Cc1ccco1)c1nc(-c2ccccc2)cs1	97	-2	-8	95	0	99	1	11
COc1ccc(OC)c(NC(=S)NCCCN2CCOCC2)c1	x	-8	1	x	15	x	18	43
O=C1C(=O)N(CCN2CCOCC2)C(c2ccccc2)/C1=C(\O)c1ccc2c(c1)OCCO2 (stereo not given)	103	-7	9	115	0	100	0	-2
Cc1cc(SCC(=O)OCC(=O)N(C)c2ccccc2)nc2ccccc12	102	-5	1	96	-2	97	1	-1
COc1cc2c(cc1CN1CCN(C(=O)c3cc(OC)c(OC)c(OC)c3)CC1)OCO2	108	7	-8	105	-13	93	-15	0
CCN(Cc1ccccc1)S(=O)(=O)c1ccc(S(=O)(=O)N(Cc2cccc(OC)c2)CC2CCCO2)cc1 (stereo not given)	107	-1	1	99	-4	100	13	-3
CC(CN1CCOCC1)OC(=O)c1ccccc1Br (stereo not given)	115	9	1	115	8	113	1	0
O=[N+]([O-])c1cccc(N/N=C/c2ccc(N3CCOCC3)cc2)c1	104	-9	-19	102	-12	92	-23	-2
CCCn1c(SCC(=O)NCc2ccc3c(c2)OCO3)n[nH]c1=O	98	0	-1	101	x	98	4	0
CSc1ccc(CN2CCN(CC=C(C)C)C(CCO)C2)cc1 (stereo not given)	102	4	5	96	-3	98	9	1
CN(Cc1ccccc1NCC(=O)Nc1ccccc1C#N)C1CCCCC1	103	-3	10	101	4	100	-5	21
CCc1c(C(=O)NNC(=S)NCC2CCCO2)csc1C (stereo not given)	99	4	-12	107	3	96	-1	3
CCOc1ccc(S(=O)(=O)Nc2ccc3c(c2)c2c(n3S(=O)(=O)c3ccc(OCC)cc3)CCCC2=O)cc1	105	-4	1	99	7	88	9	-1
CC(=O)NC(Cc1ccccc1)Cc1ccccc1	94	2	-8	98	-1	95	7	20

Reprinted at random: three records from the list.
SMILES	MEP2 TOR yeast	proCasp3 act	ZTA DNA inh	RPL19A TOR yeast	EBNA-1 inh	LAP4 TOR yeast	procasp7 counter	AHR act
CCCCS(=O)(=O)NC1=NCN(Cc2ccco2)CN1	102	-9	-14	103	-16	105	-10	4
COCCN(Cc1ccccc1)C(=O)Cc1ccc(S(=O)(=O)N2CCOCC2)s1	100	5	1	99	x	97	-7	0
CCOc1c2ccc(C(=O)N[C@H](C)C3CCCCC3)cc2nn1CC	89	-4	11	100	14	97	-3	6

(list continues)
SMILES	MEP2 TOR yeast	proCasp3 act	ZTA DNA inh	RPL19A TOR yeast	EBNA-1 inh	LAP4 TOR yeast	procasp7 counter	AHR act
CC(C)(C)OC(=O)COc1cc(O)c2c(=O)cc(-c3ccccc3)oc2c1	98	9	-22	95	-2	91	0	3
C=C1C[C@@]23CCC4[C@@](C)(CCC[C@@]4(C)C(=O)O)C2CC[C@]1(O)C3 (stereo not given in full)	91	4	-7	92	x	94	3	0
CC1CCN(C(=S)NC(=O)c2ccccc2Br)CC1	97	-4	-14	98	5	102	-5	1
CCCCCOC(=O)Cn1c(=O)c2c(nc(N3CCOCC3)n2C)n(C)c1=O	102	8	-9	98	3	107	-1	1
Cc1cc(C(=O)NCc2ccco2)c2cc(F)ccc2n1	113	2	21	105	5	97	5	5
CC(=O)OCCC(C)C	103	4	x	102	x	104	10	-2
Cc1nn2c(Nc3ccccc3)c3c(nc2c1-c1ccccc1)CCC3	110	1	1	105	-3	91	8	3
CCc1ccc(-c2csc3ncn(CC(=O)NCc4ccco4)c(=O)c23)cc1	96	-7	12	97	-15	97	-8	8
Cc1cc(C)nc(SCc2ccc([N+](=O)[O-])cc2)n1	97	4	7	96	4	97	10	0
CCCCNC(=O)c1cccc(S(=O)(=O)N2CC3(C)CC2CC(C)(C)C3)c1 (stereo not given)	100	6	-13	104	x	100	4	1
C/C(=N\NC(=O)COc1c(C)cccc1C)c1cccs1	100	2	8	59	2	110	7	0
O=C(CSc1ccc2nnc(CCNC(=O)c3ccccc3)n2n1)NCc1ccco1	103	-10	-2	102	7	98	-12	-2
COc1ccccc1C1CC(=O)NC(SCC(=O)Nc2ccccc2)=C1C#N (stereo not given)	112	10	8	100	-4	103	1	31
C/C(=N\NC(=O)C1CC1)c1cccc(NC(=O)c2cccc(Cl)c2)c1	93	-5	-7	100	-2	101	0	24
Cc1ccc(S(=O)(=O)N(Cc2ccccc2F)C(=O)N2CCN(C)CC2)cc1	96	2	8	98	-4	119	7	-2
Fc1ccccc1-n1cn[nH]c1=S	99	-5	-4	97	-8	108	-8	1
COc1cc(OC)c(NC(C)C(=O)NCc2ccccc2)cc1Cl (stereo not given)	101	-6	-8	104	-13	107	1	1
CCOc1cc(/C=N/NC(=O)c2ccccc2OCc2ccc(F)cc2)ccc1O	102	11	8	104	x	91	6	4
COc1ccc([C@H]2CC(=O)C=C(c3cccc(F)c3OC)C2)cc1	90	2	3	93	x	95	4	0
CC(C)c1ccc(C2=NN(c3ccccc3)C(=O)CC2)cc1	94	5	8	99	7	92	1	4
COCCN(C(=O)CSc1nc2ccccc2c(=O)n1C(C)COC)c1c(N)n(Cc2ccccc2)c(=O)[nH]c1=O (stereo not given)	103	5	10	96	9	101	-3	0
C/C(CC1(O)C(=O)Nc2ccccc21)=N\O (stereo not given)	108	-11	16	106	-8	98	-3	4
COC(=O)c1c(NC(=O)c2nc3ccccc3s2)sc2c1CC(C)(C)NC2(C)C	108	-9	5	91	2	112	2	0
C/C(=N\Nc1cc(C)nc(-c2ccccc2O)n1)c1ccccc1	107	9	6	103	-14	95	3	31
COc1ccc2nc(SCC(=O)NC(C)C)[nH]c2c1	97	-2	7	97	-11	94	-1	5
O=C(CN1CCCCC1)NC(=O)NC1CCCCC1	92	10	-11	90	x	93	15	2
N#Cc1ccc(COC(=O)c2cnc(Cl)c(Cl)c2)cc1	112	-5	6	102	4	97	0	1
Oc1c(Cl)cc(Cl)cc1/C=N/c1nc(-c2ccc(Cl)cc2)cs1	107	-1	-9	105	2	93	-6	4
O=C(NCc1ccco1)C(c1cccs1)N(Cc1ccccc1)C(=O)Cn1nnc2ccccc21 (stereo not given)	103	-1	2	104	-10	103	0	25
Cc1cc(NS(=O)(=O)c2ccc(NC(=O)c3ccc([N+](=O)[O-])s3)cc2)nc(C)n1	95	10	x	92	x	90	3	3
COCc1cc(C)nc(SCc2ccccc2)c1C#N	108	-2	-2	102	-7	88	10	-1
